# Pf growth 96h: P. falciparum growth inhibition at 96 hour, primary screen for plastid delayed-death inhibitors; P. falciparum luciferase reporter growth, 96 h; Potency, µM (top dose mostly 28.7 µM), for inactives: at the highest dose activity change, negative = inhibition, usual class: inhibitors; actives 6.9% (n = 320,000); AID 504834; note: potency is the fitted concentration of half-maximal effect; % is set by controls: 0 for no effect and ±100 for the full control effect
#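 Infected RBCs, 2% Hct / 0.05% parasitemia final; luciferase-reporter P. falciparum; cpd 96 h, 37 C, 5% CO2; luciferase detection reagent; luminescence.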
# LmPK inhibitor: LmPK (Leishmania mexicana) enzyme inhibition; Potency, µM (top dose mostly 57.5 µM), without a hit: at the highest dose activity change, negative = inhibition, most hits filed as inhibitors; actives 0.37% (n = 290,000); purified LmPK, Kinase-Glo ATP luminescence, 1 h; Q27686; note: potency is the fitted concentration of half-maximal effect; % is set by controls: 0 for no effect and ±100 for the full control effect
# Target sequence (Q27686 whole entry, looked up): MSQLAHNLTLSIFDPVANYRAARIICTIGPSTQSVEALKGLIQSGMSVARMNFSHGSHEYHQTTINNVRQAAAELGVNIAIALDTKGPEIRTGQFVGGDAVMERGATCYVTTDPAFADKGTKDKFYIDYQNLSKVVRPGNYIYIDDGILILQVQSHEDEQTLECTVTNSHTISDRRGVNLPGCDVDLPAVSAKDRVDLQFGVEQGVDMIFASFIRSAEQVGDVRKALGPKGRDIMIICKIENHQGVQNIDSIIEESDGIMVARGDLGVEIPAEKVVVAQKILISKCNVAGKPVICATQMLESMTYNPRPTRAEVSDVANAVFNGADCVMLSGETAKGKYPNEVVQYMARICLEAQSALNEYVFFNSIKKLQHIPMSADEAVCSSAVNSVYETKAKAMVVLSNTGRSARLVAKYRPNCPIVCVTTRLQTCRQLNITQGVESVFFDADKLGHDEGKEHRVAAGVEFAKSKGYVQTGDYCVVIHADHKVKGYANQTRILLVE
#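 Pyruvate kinase activity monitored as ATP production (luciferase luminescence). Conditions: 0.1 nM enzyme, 0.5 mM PEP, 0.1 mM ADP, 1 h, RT; normalized against uninhibited and no-enzyme wells.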
# Pf growth 48h: inhibits P. falciparum growth in the first generation, 48 h. P. falciparum luciferase growth in erythrocytes, 48 h. Potency, µM (highest dose often 28.7 µM), for the others: at the top dose activity change, negative = inhibition, actives largely listed as inhibitors. actives 5.9% (n = 310,000); note: potency is the fitted concentration of half-maximal effect; % is set by controls: 0 for no effect and ±100 for the full control effect
#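 Compounds are pin-transferred into medium, infected erythrocytes (2% hematocrit, 0.1% parasitemia final) are added, and plates sit one parasite generation at 37 C in 5% CO2. Detection reagent is then added and luminescence measured.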
# Shiga inhibitor: Shiga toxin inhibition; Vero cells, Shiga toxin protein synthesis inhibition reporter; inhibition, % at 38.7 µM; actives 9.2% (n = 290,000); AID 2315; in the data active = inhibition mostly above about 28%, no sharp cut-off; inactive = mostly below about 43%; note: 0% is about no effect
# Cycloheximide cs: affects cycloheximide protein synthesis inhibition readout, counter-screen; cell reporter, cycloheximide protein synthesis inhibition counterscreen; max response, %; actives 12% (n = 300,000); AID 2314; in the data active = max response mostly above about 13%, no sharp cut-off; inactive = mostly below about 14%; note: read at 38.3 µM for the half of the compounds with a filed dose; 0% is about no effect
# AMA1 RON2 block: inhibitors of Plasmodium falciparum AMA1-RON2 interaction | AlphaScreen AMA1-biotinylated RON2 peptide binding | Potency, µM (highest dose often 58.2 µM), inactives show at the top dose activity change, negative = inhibition, hits mostly inhibitors | actives 0.2% (n = 360,000) | AID 720542;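 note: potency is the fitted concentration of half-maximal effect; 0% = vehicle wells and -100% = peptide control; nearly all actives have a fitted effect of over 45% in size; some results filed as inactive show a strong effect at the top dose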
#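 AMA1 (3D7) with his tag at 25 nM final met compounds first, then biotinylated RON2 peptide at 25 nM; detection used donor plus acceptor beads, 10 µg/mL apiece, read by AlphaScreen after 30 min at room temperature.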
# Tb PYK inh: blocks Trypanosoma brucei pyruvate kinase; Q57TT1; AID 624173; TbPYK enzyme, Kinase-Glo Plus ATP luminescence, 45 min; actives 0.12% (n = 410,000); Potency, µM (doses to about 76.8 µM), for inactives: at the top dose activity, negative = inhibition, actives largely listed as inhibitors; note: potency is the fitted concentration of half-maximal effect; % is set by controls: 0 for no effect and ±100 for the full control effect; nearly all actives have a fitted effect of over 50% in size
#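 Screened from lowest to highest concentration, compounds were pinned into TbPYK/substrate mixtures, and ADP (130 uM final) was added. Plates sat at room temperature for 45 min prior to Kinase-Glo Plus detection by luminescence.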
# Active calls of the source: *; ? = inconclusive; . = no result given; [ ] = dose if it differs, or a comment. Unless noted, calls come from the whole dose curve; as a rule, active = well fitted curve in the direction sought with a large enough effect; inconclusive = small, poorly fitted or top-dose-only effect, or another doubt; inactive = no such curve, though single readings can be large; an effect the other way counts as inactive or inconclusive. Compounds were not picked by outcome. Share with any hit: about 21%.
# Every second line gives: Tb PYK inh	Pf growth 48h	Shiga inhibitor	AMA1 RON2 block	Cycloheximide cs	Pf growth 96h	LmPK inhibitor
> CCCCOc1cccc(C(=O)NC(=S)Nc2cccnc2)c1
 : -5%	27%	-4	2%	10	52%[activator]	1%
> COc1cc2c(cc1OC)CN(C(=O)c1ccccc1C(=O)O)CC2
 : -15%	35%[activator]	-15	-14%	-4	41%[activator]	2%
> OC(CN1C2=NCCCN2c2ccccc21)c1ccc(Br)cc1 (centres undefined)
 : -4%	?	20	-4%	-1	.	-1%
> CCOC(=O)c1sc(=NC(=O)CCS(=O)(=O)c2ccccc2)n(C)c1C
 : 0%	1%	1	6%	7	5%	5%
> O=C(/C=C/c1ccc(S(=O)(=O)N2CCOCC2)cc1)NCCc1ccc(C(F)(F)F)cc1
 : -2%	12µM*	.	-2%	.	6.6µM*	.
> O=C(O)c1nc2ccccc2nc1C(=O)O
 : -12%	100%[activator]	81*	-20%	46*	?	3%
> Cc1cc(=O)n2nc(N3CCC(C(=O)NCCc4ccccc4)CC3)sc2n1
 : 6%	?	12	-4%	-3	10%	4%
> CCN(Cc1ccccc1)C(=O)Cn1cnc2c1c(=O)n(C)c(=O)n2C
 : 1%	13%	-7	-23%	1	-7%	9%
> CCOC(=O)C1=CC[C@]2(C)c3c(c4ccccc4n3C)C(=O)C1N2C
 : 1%	13µM*	.	6%	.	?	.
> Cc1nc2ccc(NS(=O)(=O)c3ccccc3Cl)cc2s1
 : 0%	-9%	.	-3%	.	-15%	.
> CC1(C)CC(=O)C(C2NCCc3ccccc32)=C(O)C1 (centres undefined)
 : -10%	.	-12	1%	-2	?	11%
> CC(=O)Nc1ccc(S(=O)(=O)Nc2cccc3[nH]ncc23)cc1
 : -4%	?	-20	4%	-1	28%	5%
> O=C(NC1CCCCCCC1)c1cccnc1
 : -1%	7%	37	6%	17	?	1%
> COc1ccc(C(=O)NCc2nnc(SCC(=O)N3CCCC3)o2)cc1
 : 0%	19%	-14	0%	-5	-21%	0%
> C/C(=N\Nc1cc(C)nc(NCc2ccccc2)n1)c1ccc([N+](=O)[O-])cc1
 : 0%	?	-3	-3%	-3	?	2%
> CCOC(=O)C1(Cc2cccc(Cl)c2)CCCN(C2CCN(C(C)=O)CC2)C1 (centres undefined)
 : 0%	?	16	8%	-1	54%[activator]	3%
> O=C(NCCCN1CCOCC1)c1ccc(S(=O)(=O)Nc2cccc(C(F)(F)F)c2)cc1
 : -2%	-9%	.	-2%	.	5%	.
> Cc1nc2c(=O)[nH]c(=S)n(C)c2nc1C
 : -29%	7%	-7	2%	-2	?	-1%
> CC(C)c1ccc(NC(=O)CSc2nnc(CN3CCOCC3)n2C)cc1
 : -2%	?	23	?	-3	10%	3%
> Cn1c(NCCN2CCOCC2)nc2c1c(=O)n(Cc1cccc(Cl)c1)c(=O)n2C
 : -16%	?	-12	-10%	-7	.	2%
> CCCCOC(=O)c1ccccc1C(=O)OCc1ccccc1
 : -4%	11%	.	66%[activator]	.	25%	.
> COc1cccc(C(c2nnnn2CS(=O)(=O)c2ccc(C)cc2)N2CCN(C)CC2)c1OC (centres undefined)
 : 0%	?	-10	-11%	-9	34%[activator]	2%
> Clc1cccc(-c2nnc(-c3ccccc3)o2)c1
 : -10%	121%[activator]	59*	6%	36*	-1%	25µM*
> COc1ccc(Cc2nnc3sc(SCC(=O)Nc4ccccc4)nn3c2=O)cc1OC
 : 0%	-26%	.	93%[activator]	.	?	.
> O=C(Nc1cccc(Br)c1)c1ccn[nH]1
 : .	78%[activator]	35*	-8%	45*	0.66µM*	-19%
> CCOC(=O)[C@H]1[C@H]2COc3ccc(OC)cc3[C@@H]2N2C(=O)c3cc(C)ccc3NC(=O)[C@@]12C
 : -7%	?	.	-4%	.	?	.
> O=C(CSc1ccc(-c2ccc(F)cc2)nn1)N1CCN(c2ccccc2)CC1
 : 0%	16%	-5	-1%	-4	-30%	-1%
> Cc1ccc(C)c(NC2=NCCCS2)c1
 : -2%	26%	-7	-5%	-2	3%	-3%
> CCOC(=O)N1CCN(C(=O)c2ccc3c(SCC(=O)O)c4c(nc3c2)CCC4)CC1
 : -1%	.	-8	12%	-6	?	5%
> C[C@H](NC(=O)[C@@H]1Cc2ccccc2CN1C(=O)OC(C)(C)C)C(=O)NC1CCCCC1
 : 4%	?	32	4%	-2	13%	-1%
> COC(=O)c1ccc(OCC(=O)c2ccc(O)cc2O)cc1
 : -4%	221%[activator]	54	22%	11	-25%	3%
> CCN(CC)C(=O)c1sc(NC(=O)c2ccncc2)c(C(=O)OC)c1C
 : -11%	1%	13	4%	-4	23%	0%
> Cc1ccc(S(=O)(=O)N2CCCC2C(=O)Nc2nc3ccccc3s2)cc1 (centres undefined)
 : -10%	?	7	-10%	14*	?	3%
> CCOc1cc(N2CCOCC2)c(OCC)cc1NC(=O)c1ccc(OC)cc1
 : 1%	?	-15	6%	2	?	-2%
> Cc1cc(C(=O)Nc2cnn(Cc3ccc(Cl)cc3Cl)c2)no1
 : -21%	4.1µM*	35*	-9%	15*	86%[activator]	0%
> COc1ccc(C2CC(c3ccccc3)=NN2C(=O)COC(=O)c2cccc(S(=O)(=O)N(C)C)c2)cc1 (centres undefined)
 : -3%	?	6	-6%	7	?	6%
> COc1cc(/C=N/NC(=O)C2COc3ccccc3O2)ccc1O (centres undefined)
 : 5%	37%[activator]	20	20%	-4	5%	-2%
> O=C(CC1S/C(=N/N=C/c2cccnc2)NC1=O)Nc1ccccc1 (centres undefined)
 : 1%	-20%	-9	31%[activator]	-3	?	10%
> CC(=O)N[C@@H](Cc1c[nH]c2ccccc12)C(=O)OCC(=O)Nc1ccc(S(=O)(=O)N(C)C)cc1
 : 6%	-7%	18	-5%	-2	36%[activator]	2%
> CN1C(=O)C(=O)N(CC(=O)Nc2ccccc2OC(F)F)C1=O
 : 0%	-1%	.	-10%	.	7%	.
> O=C1C2CC=CCC2C(=O)N1c1n[nH]c(CCc2ccccc2)n1 (centres undefined)
 : -1%	32%	2	-3%	-2	.	-8%
> O=S(=O)(c1ccccc1)n1ccc(-c2cnc(-c3ccccc3)s2)n1
 : 5%	0%	31	-4%	10*	76%[activator]	-1%
> CC(=O)NCCc1nc2ccccc2n1CCOc1cccc(C)c1
 : -3%	?	2	-6%	2	?	0%
> COc1cccc(NC(=O)CCP(C)(=O)O)c1
 : -14%	11%	47	-1%	10	?	0%
> COc1c2ccccc2nc2ccccc12
 : -2%	2.1µM*	9	15%	1	125%[activator]	0%
> O=C(NC1CCCCC1)C(=O)c1c(-c2ccccc2)[nH]c2ccccc12
 : -3%	-24%	-13	-5%	-6	0%	2%
> CCS(=O)(=O)c1nc(S(=O)(=O)c2ccc(C)cc2)c(N2CC(C)OC(C)C2)s1 (centres undefined)
 : 2%	-18%	-1	5%	-3	15µM*	0%
> CCN(CC)CCCNC(=O)c1cn(CC)c2ccc(S(=O)(=O)N(C)C3CCCCC3)cc2c1=O
 : 9%	?	-4	4%	-2	21%	0%
> CC(C)C(NC(=O)c1ccccc1NC(=O)c1ccco1)C(=O)O (centres undefined)
 : 2%	-18%	-12	2%	-1	?	-2%
> CN(C1CCCCC1)S(=O)(=O)c1ccc2c(c1)CCC(=O)N2
 : -2%	?	.	20%	.	-14%	.
> Cc1ccc(C2=Nc3c(ccc4ccccc34)C(c3ccncc3)=NN2)cc1
 : -2%	?	6	?	2	?	4%
> CSc1ccccc1OCc1cc(C(=O)N2C[C@H]3CC[C@H]2C3)no1
 : 4%	-35%	108*	-3%	45*	-5%	3%
> Cc1ccc(NS(=O)(=O)c2ccc(NC(=O)C(C)Sc3ccc(Cl)cc3)cc2)c(C)c1 (centres undefined)
 : 0%	-23%	-9	1%	-1	41%[activator]	1%
> O=C(c1ccc(Cl)cc1)C1CCCN(C(=O)/C=C/c2ccccn2)C1 (centres undefined)
 : 0%	13%	9	7%	-1	15%	4%
> O=C(Nc1ccc(N2CCCC2)cc1)c1cc(Cl)ccc1Cl
 : -28%	30%	.	-15%	13*	?	-3%
> CCOCCn1c(C(C)O)nc2ccccc21 (centres undefined)
 : -8%	25%	-10	0%	11	3.7µM*	7%
> CCCOc1ccc(Cc2c(Cl)nc(SC)nc2NC)cc1
 : 4%	-18%	2	30%[activator]	-1	-23%	6%
> Cc1ccc(C(C(=O)NCC2CCCO2)N(C(=O)c2snc(C(N)=O)c2N)c2ccc(C(C)C)cc2)o1 (centres undefined)
 : -4%	9.3µM*	4	-15%	9	?	1%
> Cn1ncc(Br)c1NC(=O)c1ccco1
 : -2%	11%	-3	7%	-3	61%[activator]	1%
> Cc1nc(-c2cccc(S(=O)(=O)N3CCCCCC3)c2)cs1
 : 1%	-4%	-14	-4%	-3	.	-4%

# Compound profiles (already shown). Screens in order: Tb PYK inh	Pf growth 48h	Shiga inhibitor	AMA1 RON2 block	Cycloheximide cs	Pf growth 96h	LmPK inhibitor
# Shown for `O=C(Nc1ccc(N2CCCC2)cc1)c1cc(Cl)ccc1Cl` : -28%	30%	.	-15%	13*	?	-3%
# Shown for `O=C(NC1CCCCC1)C(=O)c1c(-c2ccccc2)[nH]c2ccccc12` : -3%	-24%	-13	-5%	-6	0%	2%
# Shown for `Cc1nc(-c2cccc(S(=O)(=O)N3CCCCCC3)c2)cs1` : 1%	-4%	-14	-4%	-3	.	-4%

# Carrying on.
# Every second line gives: Tb PYK inh	Pf growth 48h	Shiga inhibitor	AMA1 RON2 block	Cycloheximide cs	Pf growth 96h	LmPK inhibitor
> c1ccc(Nc2ccc3c4c(cccc24)CC3)cc1
 : 7%	?	2	-10%	3	-1%	9%
> Cc1cc(Cc2cc(C)c(N)cc2C)c(C)cc1N
 : 2%	?	-2	-15%	-2	-9%	7%
> CC(=O)OCC1OC(n2ccc3ccccc32)C(OC(C)=O)C(OC(C)=O)C1OC(C)=O (centres undefined)
 : -1%	11%	-2	0%	-2	.	0%
> Cc1cc(C)n(C(=O)CCC2COc3ccccc3O2)n1 (centres undefined)
 : -4%	34%[activator]	35	24%	11*	?	0%
> O=C(N/N=C/c1cccc(Oc2ccccc2)c1)c1ccc(O)cc1O
 : 4%	33%	34	70%[activator]	30	?	3%
> CC(=O)c1ccc(OC(C)c2nc3ccccc3s2)cc1 (centres undefined)
 : 1%	59%[activator]	75*	5%	30*	-17%	-5%
> CCC(=O)NC(=S)Nc1ccc(-c2nc3ccc(C)cc3s2)cc1
 : -7%	123%[activator]	91*	3%[2.32 µM]	40*	12µM*	-3%
> CCCCN(C)CCCNC(=O)CN1N=C(c2ccc(Cl)cc2)CCC1=O
 : 4%	20%	-5	4%	1	?	-12%
> Brc1ccc(-c2noc(-c3ccccn3)n2)o1
 : -15%	246%[activator]	81*	8%	45*	39%[activator]	?
> O=c1cc(N2CCc3ccccc3C2)[nH]c(=O)n1C1CCCCC1
 : 6%	6%	-21	5%	-1	30%[activator]	-2%
> O=C(NC1CCCCC1)C1CCN(S(=O)(=O)N2CCCCCC2)CC1
 : -9%	10%	11	2%	-4	?	-1%
> CCC(=O)NC(Nc1nc2ccc(C)cc2s1)(C(=O)OC)C(F)(F)F (centres undefined)
 : 3%	-19%	-10	-1%	1	.	5%
> NNC(=S)Nc1ccc(C(F)(F)F)cc1Cl
 : -17%	?	-1	85%[activator]	2	?	0%
> Cc1cc(C(=O)N2CCN(c3ncccn3)CC2)nn1C
 : -18%	-5%	-7	10%	-4	0%	-10%
